GDH-TPI inh: GDH-TPI coupling enzyme inhibitors, primary screen, artefact control for M. tuberculosis FBA inhibitor project, biochemical, absorbance, full deck; GDH-TPI coupled enzyme counterscreen, NADH absorbance; inhibition, % at 4.8 µM; 1.2% of 360,000 active; AID 588335, 2011; in the data active = inhibition above about 30%;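 note: 0% = DMSO wells and 100% = wells lacking the enzyme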
BioA inh: M. tuberculosis BioA enzyme inhibitors, primary screen, biochemical, plate reader, single point, HTS; inhibition, % at 9.99 µM; 0.096% of 360,000 active; 7,8-diaminopelargonic acid synthase BioA (Mycobacterium tuberculosis); AID 602481, 2012; purified M. tuberculosis BioA enzyme; in the data active = inhibition above about 40%; inconclusive = no clear call, values can overlap the other calls
UGM FP inh: M. tuberculosis UGM enzyme inhibitors, primary screen, biochemical, fluorescence polarization, single point | UDP-galactopyranose mutase (Mycobacterium tuberculosis (strain ATCC 25618 / H37Rv)), … | inhibition, % at 10 µM | purified UGM, fluorescence polarization probe displacement | 0.06% of 320,000 active | AID 504406, 2011; in the data active = inhibition above about 10%, passing the limit was not always enough; inconclusive = no clear call, values can overlap the other calls
Anthrax LF prot: Bacillus anthracis LF protease inhibitors, primary screen, biochemical, multiplex microsphere, MLPCN library. 0.12% of 360,000 active. Lethal factor (Bacillus anthracis), P15917. inhibition, % at 10 µM. multiplex microsphere protease cleavage assay; note: plate controls were buffer without enzyme for full effect and enzyme alone for no effect
Target sequence (P15917 whole entry, looked up): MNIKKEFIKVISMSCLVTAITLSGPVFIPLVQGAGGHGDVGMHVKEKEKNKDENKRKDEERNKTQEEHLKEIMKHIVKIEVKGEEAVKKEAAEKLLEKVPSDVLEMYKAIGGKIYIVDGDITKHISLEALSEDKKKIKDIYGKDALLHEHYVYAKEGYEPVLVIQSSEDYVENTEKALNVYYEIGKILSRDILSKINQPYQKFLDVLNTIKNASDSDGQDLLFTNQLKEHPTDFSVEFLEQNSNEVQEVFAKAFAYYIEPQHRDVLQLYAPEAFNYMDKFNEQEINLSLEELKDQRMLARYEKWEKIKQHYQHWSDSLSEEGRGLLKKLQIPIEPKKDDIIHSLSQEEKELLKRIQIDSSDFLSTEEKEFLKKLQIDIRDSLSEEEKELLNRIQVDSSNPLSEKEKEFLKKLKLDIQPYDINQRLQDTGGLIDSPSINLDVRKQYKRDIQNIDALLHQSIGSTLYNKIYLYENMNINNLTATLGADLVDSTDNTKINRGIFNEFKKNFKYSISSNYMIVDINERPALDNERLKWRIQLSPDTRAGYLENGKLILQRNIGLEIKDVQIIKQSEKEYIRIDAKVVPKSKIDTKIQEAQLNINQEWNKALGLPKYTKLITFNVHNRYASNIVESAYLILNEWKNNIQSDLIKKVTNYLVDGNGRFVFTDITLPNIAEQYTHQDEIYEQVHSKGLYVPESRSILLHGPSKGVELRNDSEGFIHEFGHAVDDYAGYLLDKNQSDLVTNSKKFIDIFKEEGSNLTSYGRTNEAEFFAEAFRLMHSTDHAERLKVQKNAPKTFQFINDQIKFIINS
BoNT A protease: BoNT/A light chain protease inhibitors, primary screen, biochemical, flow cytometry, MLPCN library; multiplex microsphere protease substrate cleavage; inhibition, % at 10 µM; 0.17% of 360,000 active; note: plate controls were buffer without enzyme for full effect and enzyme alone for no effect
PfHsp40 rescue: rescue of yeast from PfHsp40 toxicity, primary screen, S. cerevisiae, ATP luminescence; S. cerevisiae expressing PfHsp40, growth rescue; growth rescue, % at 12.5 µM; 0.68% of 340,000 active; in the data active = growth rescue above about 28%, passing the limit was not always enough; inconclusive = no clear call, values can overlap the other calls;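 note: yeast W303a lacking pdr1 and pdr3 grown in galactose medium; growth measured after three days at 30 °C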
Mtb FBA inh: Mtb FBA enzyme inhibitors, primary screen, biochemical, fluorescence, strain H37Rv; inhibition, % at 1 µM; purified M. tuberculosis FBA, fluorescence read-out; 2.3% of 360,000 active; Fructose-bisphosphate aldolase (Mycobacterium tuberculosis (strain ATCC 25618 / H37Rv)), …; in the data active = inhibition above about 27%;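 note: 0% = vehicle and 100% = reference inhibitor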
FadD28 binding: inhibitors of FadD28 bisubstrate probe binding, primary screen, biochemical, fluorescence polarization, single point | 0.22% of 360,000 active | Mycobacterium tuberculosis FadD28 fatty-acid-AMP ligase | AID 588549, 2011 | inhibition, % at 12.5 µM; in the data active = inhibition above about 8.5%, passing the limit was not always enough; inconclusive = no clear call, values can overlap the other calls
BoNT F protease: BoNT/F light chain protease inhibitors, primary screen, biochemical, flow cytometry, MLPCN library | Botulinum neurotoxin type F light chain protease (Clostridium botulinum) | Multiplex microsphere protease cleavage assay | inhibition, % at 10 µM | 0.22% of 360,000 active; in the data active = inhibition above about 35%, passing the limit was not always enough; inconclusive = no clear call, values can overlap the other calls; note: plate controls were buffer without enzyme for full effect and enzyme alone for no effect
Starred values were filed as active, the others as inactive; ? = inconclusive; / = not tested or not shown. Cut-off read from the data, not from the text of the source, unless noted: active = inhibition above about 30%; inconclusive = no clear call, values can overlap the other calls; inactive = below that. No enrichment for hits; any-hit rate near 4.7%.

SMILES	GDH-TPI inh	BioA inh	UGM FP inh	Anthrax LF prot	BoNT A protease	PfHsp40 rescue	Mtb FBA inh	FadD28 binding	BoNT F protease
COc1ccc(C2CC(=O)C=C(NCc3ccc4c(c3)OCO4)C2)cc1 (configuration not stated)	0	/	-1.1	4	?	0.2	1	-5.4	?
COc1ccccc1C(=O)Nc1ccc2c(c1)CCCN2C(=O)c1cccs1	15	-0.8	-1.7	2	-1.9	0.1	4	-2.9	4
O=S1(=O)C[C@H](N2CCN(CC3CC3)CC2)[C@@H](COCc2ccccc2)N1	/	1.2	/	-1	0.8	/	4	-0.8	-3
CN(c1ccccc1)S(=O)(=O)c1ccc(Cl)c(C(=O)OCC(=O)NCc2ccco2)c1	0	0.9	-1.7	-4	-0.6	-0.5	-5	-2.9	-2
O=C(CN1CCN(c2nc(-c3ccccc3)cs2)CC1)NNC(=O)c1ccco1	24	-3.0	-2.0	-9	-1.6	-0.7	0	0.6	1
O=C(Nc1cccnc1)Nc1ccc(Br)cc1Cl	0	13	-2.1	-3	-0.5	-2.3	2	-5.1	-2
Cc1cccc(C)c1Nc1c(-c2ccc(N3CCOCC3)cc2)nc2cnccn12	16	1.5	0.0	-5	-0.9	3.3	2	0.5	0
COc1ccc(CN(C)CC2CCCN(CCc3ccccc3C)C2)cc1O (configuration not stated)	-6	-0.2	0.4	-9	-1.7	0.3	-1	0.8	?
COC(=O)c1ccccc1NC(=O)c1ccc2nccnc2c1	9	-0.7	0.6	5	1.5	0.3	-2	-1.1	-3
O=C(O)CNC(=O)CCN1C(=O)c2ccccc2C1=O	2	-1.1	-1.6	-2	0.4	0.6	-3	-2.6	-4
COC(CNC(=O)CNC(=S)N(Cc1ccccc1)Cc1cccnc1)OC	-3	-0.1	-0.6	-6	-0.1	-0.6	-1	-1.7	-5
Cc1cccc(NC(=O)CN2C(=O)C3CC=CCC3C2=O)c1C (configuration not stated)	2	-2.1	/	0	0.6	/	8	1.2	-3
COc1cc(NC(=O)C2CC(c3c(F)cccc3Cl)=NO2)cc(OC)c1OC (configuration not stated)	6	1.8	-0.2	-4	1.4	-0.3	0	-1.1	15
CCCCn1c(NS(=O)(=O)c2ccc(C)cc2)c(S(=O)(=O)c2ccccc2)c2nc3ccccc3nc21	8	0.8	1.4	-1	3.0	-1.6	5	3.3	0
COc1ccc(C(CC(=O)N2CCCCC2)c2c(O)cc(OC)cc2OC)cc1 (configuration not stated)	-3	0.2	1.5	-8	0.3	-1.4	-1	-2.4	-10
CCOc1cccc(C(=O)NNC(=O)CCC(=O)O)c1	3	/	0.1	0	-0.4	-1.4	1	0.8	0
Cc1ccc2nc(SCC(=O)Nc3ccc4c(c3)OCCO4)[nH]c2c1	13	2.2	2.6	-4	-1.4	-0.7	-1	0.0	-55
Cc1ccc(Oc2ccc(NC(=O)c3ccco3)cc2)cc1	-3	1.5	-1.0	-6	-0.7	0.0	-2	-4.1	-2
O=S1(=O)N=C(Nc2ccc(O)cc2)c2ccccc21	12	/	-3.6	2	0.5	0.0	0	-6.1	-3
O=C(NCC(=O)N(CC1CCCO1)C(C(=O)NC1CCCC1)c1ccc(F)cc1)c1ccco1 (configuration not stated)	-1	-2.0	-0.6	1	-0.2	-2.5	3	-4.5	-5
COc1ccc(CC(=O)Nc2ccccc2N2CCCC2)cc1OC	0	1.8	-0.1	1	2.9	0.5	2	1.2	-5
O=C(CN(c1ccc(Cl)c(C(F)(F)F)c1)S(=O)(=O)c1ccccc1)N1CCOCC1	-8	-0.4	-1.0	-1	-0.3	0.1	6	-2.4	1
COC(=O)c1ccsc1NC(=O)CCS(=O)(=O)c1ccccc1	1	-0.2	0.3	4	4.3	-0.3	3	-1.2	4
CSc1cccc(CNC(=O)C2CCC(=O)N(CCc3ccccn3)C2)c1 (configuration not stated)	-4	-1.0	-2.6	4	-0.7	-1.7	-2	-0.9	7
Cc1ccccc1C(=O)NCC(=O)NC1CC1	-7	-0.1	0.7	0	-1.8	-0.2	-4	-2.0	-14

Entries of single compounds from above. Order of screens: GDH-TPI inh	BioA inh	UGM FP inh	Anthrax LF prot	BoNT A protease	PfHsp40 rescue	Mtb FBA inh	FadD28 binding	BoNT F protease
COc1ccc(CN(C)CC2CCCN(CCc3ccccc3C)C2)cc1O (configuration not stated) is listed as -6	-0.2	0.4	-9	-1.7	0.3	-1	0.8	?
O=C(O)CNC(=O)CCN1C(=O)c2ccccc2C1=O is listed as 2	-1.1	-1.6	-2	0.4	0.6	-3	-2.6	-4
COc1cc(NC(=O)C2CC(c3c(F)cccc3Cl)=NO2)cc(OC)c1OC (configuration not stated) is listed as 6	1.8	-0.2	-4	1.4	-0.3	0	-1.1	15
COc1ccc(C(CC(=O)N2CCCCC2)c2c(O)cc(OC)cc2OC)cc1 (configuration not stated) is listed as -3	0.2	1.5	-8	0.3	-1.4	-1	-2.4	-10
Cc1cccc(C)c1Nc1c(-c2ccc(N3CCOCC3)cc2)nc2cnccn12 is listed as 16	1.5	0.0	-5	-0.9	3.3	2	0.5	0

More entries follow:
SMILES	GDH-TPI inh	BioA inh	UGM FP inh	Anthrax LF prot	BoNT A protease	PfHsp40 rescue	Mtb FBA inh	FadD28 binding	BoNT F protease
CC(C)(C)c1ccc(C(=O)N2CCCC2c2cccs2)cc1 (configuration not stated)	6	-1.1	-1.8	1	0.0	-0.7	1	/	-5
Cc1cc(C)n(-c2ccc(N3CCOCC3)nn2)n1	14	-0.5	-0.9	-7	-0.1	36*	-2	1.0	0
Cc1cc(C)c2c(c1)NC(=O)C2(O)CC(=O)c1cccs1 (configuration not stated)	9	0.4	2.8	0	1.0	0.6	2	0.0	-4
Cc1ccsc1/C=N/Nc1nc2ccccc2s1	20	/	/	0	-1.5	3.2	0	4.2	-5
Cc1ccc(S(=O)(=O)Nc2nnc(C(C)(C)C)s2)cc1	0	-1.4	0.4	8	-1.0	0.3	0	-3.8	0
CSc1ccc(CNC(=O)c2ccc(NC(=O)C3=CSCCO3)cc2)cc1	20	-0.9	0.3	-3	-1.8	0.8	-1	0.2	-4
Cc1c(C(=O)c2ccc([N+](=O)[O-])cc2)c(=O)n(C)c(=O)n1C	-5	/	-0.8	-1	0.0	0.5	2	-5.4	0
CN(c1ccccc1)S(=O)(=O)c1cccc(C(=O)N2CCCCCC2)c1	-3	3.0	/	/	/	-0.9	0	-2.1	/
CCC1CCCCN1C(=S)NC1CCCCC1 (configuration not stated)	-3	/	0.0	-2	-0.2	-0.5	1	-1.4	2
CCCOc1ccc(/C(O)=C2/C(=O)C(=O)N(CCCOC)C2c2ccncc2)cc1 (configuration not stated)	0	-1.6	4.8	4	0.3	-0.7	0	-2.6	13
COc1ccc(CCNC(=O)c2ccc(N(C)S(=O)(=O)c3ccc(C)cc3)cc2)cc1OC	-4	-0.8	4.1	-6	-0.5	1.3	3	-3.3	-2
CCn1c(CNC(=O)Cc2ccc(OC)cc2)nnc1SCC(=O)c1ccc(Br)cc1	4	/	0.7	0	-0.1	0.3	0	-1.5	-10
CCOC(=O)C1CCN(C(=O)CNC(=O)c2nn(-c3ccc(OC)c(OC)c3)c(=O)c3ccccc23)CC1	-2	/	-2.4	-5	-7.0	0.9	0	-2.2	-20
CCCCC(=O)Nc1ccc(N2CCN(C(=O)c3ccco3)CC2)cc1	12	-0.3	0.2	-1	-2.1	-1.0	0	-1.2	5
Cc1cc(NC(=O)c2nn(C)c(C)c2[N+](=O)[O-])no1	4	-3.1	-2.4	-5	-0.8	-0.1	3	0.9	3
COc1cc(NC(=S)NC(=O)c2c(OC)cccc2OC)ccc1NC(=O)c1cccs1	29	-0.9	3.9	-4	-0.2	-1.4	1	-0.9	-1
O=C(NCc1cccs1)C1CCCN1C(=O)Nc1ccc(F)cc1 (configuration not stated)	-6	-1.6	-0.2	-1	0.4	-1.5	0	-3.4	-6
O=C(Nc1cnccn1)c1ccc(Cl)cc1	-2	1.4	0.5	7	-1.6	0.8	3	-1.0	-7
CCc1ccc(C(=O)COC(=O)c2cncc(Br)c2)cc1	14	/	-1.7	-4	-2.0	/	-1	-3.7	-3
COc1ccc2cc(C)c3nnc(SCC(=O)Nc4cc(OC)c(OC)cc4C(=O)O)n3c2c1	4	1.4	2.9	0	-0.4	-0.2	3	0.5	-3
CC(=O)N(c1ccc(C)cc1)S(=O)(=O)c1ccc(Cl)cc1	9	/	1.5	-1	-0.6	-0.6	0	-2.0	-5
CC1CCCC(NC(=O)COC(=O)CCC(=O)c2cccs2)C1C (configuration not stated)	0	1.9	-0.7	-8	0.6	1.2	-3	-2.8	-4
Cc1cnc(C(=O)Oc2cccc(Cl)c2Cl)cn1	12	3.4	3.6	-3	-9.8	-0.2	-1	-0.6	-13
COc1cc(OC)c(OC)cc1CN1CCSCC1	12	-1.5	0.2	-5	-6.1	-2.1	-1	-1.8	-9
COC(=O)c1c(C(=O)OC)c2cc(C)ccn2c1Cl	17	0.5	3.1	5	-0.7	-0.5	16	-1.4	-7
(next part)
SMILES	GDH-TPI inh	BioA inh	UGM FP inh	Anthrax LF prot	BoNT A protease	PfHsp40 rescue	Mtb FBA inh	FadD28 binding	BoNT F protease
O=C(CC(=O)NCc1cccnc1)NCc1cccnc1	0	-1.6	3.6	4	1.1	0.6	1	-1.9	0
Cc1ccc(SCC(=O)NNC(=O)C2CCCCC2)cc1	0	-1.2	-1.5	-3	?	-0.3	-3	-3.5	-1
CCOc1ccc(NC(=O)CN(C)C(=O)c2cc(S(=O)(=O)N3CCCCCC3)ccc2OC)cc1OCC	1	-0.3	-2.3	8	-1.1	-0.5	-2	-1.4	-13
O=C(NCCc1ccccc1F)C1CCC(=O)N(Cc2ccccc2F)C1 (configuration not stated)	12	12	2.6	2	3.0	0.1	5	-2.7	-2
O=C(CCl)N1c2ccccc2Oc2ccc3ccccc3c21	9	2.5	/	35*	31*	-0.3	-3	-2.0	11
CC(Sc1nnc(CN2CCCC2)n1Cc1ccccc1)C(=O)Nc1ccc(F)c(F)c1F (configuration not stated)	3	-0.1	/	-2	-0.6	-0.9	7	-0.5	1
CC(=O)Nc1ccc2c(c1)nc(C)n2-c1ccccc1	3	6.9	0.0	-23	?	0.6	0	-0.5	?
CCCCCCCCCCCCCCCC[n+]1ccc(/C=N/O)cc1	-5	/	-2.3	-6	-0.1	-0.9	-3	-1.7	-37
COc1ccccc1CNC(=O)C(=O)NCCC1CCCCN1S(=O)(=O)c1cccs1 (configuration not stated)	-5	-1.4	4.4	3	1.7	3.5	10	2.3	2
O=C(Nc1ccc2c(c1)OCO2)c1cc(C2CCCCN2S(=O)(=O)c2cccs2)on1 (configuration not stated)	9	-0.8	/	-4	-0.3	/	-2	-4.1	-6
CCCCNC(=O)C1(C)CCN1C(=O)c1ccc(C(F)(F)F)nc1C (configuration not stated)	3	-0.6	/	4	-0.9	/	0	-1.8	-4
Nc1nnc(-c2cccc(F)c2)s1	-1	0.0	-0.3	-9	-3.5	0.4	4	-4.1	?
O=C(O)/C=C/C(=O)N(CC1CCCO1)C1CC(=O)N(c2c(Cl)cccc2Cl)C1=O (configuration not stated)	6	-2.0	-1.0	2	-0.2	-1.7	2	-3.4	-4
CC(/C=C/c1ccco1)=N\NC(=O)c1cccc(Cl)c1	32*	-1.0	3.9	-1	-0.2	0.5	1	-1.1	-10
CCSc1ccc([C@@H]2[C@@H]3C(=O)N(CC)C(=O)[C@@H]3[C@]3(C(=O)OC)CCCCN23)cc1	2	-0.5	-1.0	-1	0.2	0.8	1	-1.2	-11
COCCNC(=O)CN(C(=O)Cn1nnc2ccccc21)c1cc(C)cc(C)c1	-2	/	-0.7	-2	-0.2	-1.1	0	-2.7	-2
